# Growth percent in the NCI-60 one-dose screen (48 h, 10 µM unless noted): 100 = growth as untreated, 0 = no growth, -100 = all killed.
# MDA-MB-468 – MDA-MB-468 breast cancer; 8.5% of 78,000 active
# T-47D – T-47D breast cancer | AID 1794792 | 5% of 79,000 active
# LOX IMVI – LOX IMVI melanoma | 7.4% of 79,000 active
# BT-549 – BT-549 breast cancer; 4.4% of 78,000 active
# MCF7 – MCF7 breast cancer; 6.3% of 82,000 active
# MDA-MB-231 – MDA-MB-231 breast cancer | 5% of 81,000 active | AID 1794789
# SK-MEL-28 – SK-MEL-28 melanoma | 4.1% of 81,000 active | AID 1794761
# HS 578T – HS 578T breast cancer | 4.1% of 78,000 active | AID 1794788
# Active calls of the source: *; x = not tested or not shown; & = joins results of further samples; [ ] = dose if it differs, or a comment. The calls were made as follows: active = growth percent below 10; inactive = the rest.
SMILES,MDA-MB-468,T-47D,LOX IMVI,BT-549,MCF7,MDA-MB-231,SK-MEL-28,HS 578T
CC(C)(C#N)N1CCN(c2ccc(Cl)cc2)CC1,100,100,90,92,99,105,112,101
CC(C)C[C@H](N)C(=O)NS(=O)(=O)c1cccc(Cl)c1,82,94,97,115,81,102,108,100
O=C1CSC(c2ccc(Cl)cc2)N1Cc1ccc2c(c1)OCO2 (stereo not drawn),91,101,99,95,x,95,123,105
CC[C@H](Nc1ncnc2nc[nH]c12)c1nc2cccc(NCc3ccc(C(=O)NO)o3)c2c(=O)n1-c1ccccc1,85,81,95,86,91,113,100,85
Cc1sc2c(c1C)c(=O)nc1c(-c3ccccc3)n[nH]n12,102,94,94,107,98,100,106,100
NC(N)=Nc1ccc(Oc2cccc(Nc3ccc(Cl)cc3)c2)cn1,-28*,26,-97*,66,-77*,11,49,34
CN(C)[C@@H]1C(=O)C(C(N)=O)=C(O)[C@@]2(O)C(=O)C3=C(O)c4c(O)cc(CN5CCc6ccccc6C5)c(Cl)c4C[C@H]3C[C@@H]12,-47*,-41*,-87*,-83*,-69*,-74*,-87*,-58*
CCOC(=O)N1CCc2c(sc3nc(N)n(N)c(=O)c23)C1,107,70,91,87,93,100,115,100
O=C(NCCOCCOCCOCCNC(=O)c1cc2c(o1)C(=O)c1ccccc1C2=O)NC12CC3CC(CC(C3)C1)C2,-34*,9.5*,-46*,-85*,-63*,19,-41*,-30*
O=C1CCC(=O)CC1,115,102,101,x,101,105,112,103
CCOC(=O)Nc1ccc2c(c1)C(=O)c1ccccc1C2=O,99,80,100,87,88,89,113,95
CSc1nc(NCC(C)C)c(C#N)c(-c2cccc([N+](=O)[O-])c2)n1,97,98,94,96,93,92,102,91
CCC(=O)OCC(=O)[C@@]1(OC(=O)CC)[C@@H](C)CC2C3CCC4=CC(=O)C=C[C@]4(C)C3(F)[C@@H](O)C[C@@]21C (stereo partly drawn),131,103,99,82,96,85,119,107
CCOC(=O)c1csc(NC(=S)Nc2ccc(OC)cc2)n1,103,84,95,94,94,104,103,99
COc1ccc2ccccc2c1[N+](=O)[O-],99,102,100,105,94,98,114,140
Cc1ccc2nc(-c3ccc(N)cc3)sc2c1,69&89,48&73,91&93,117&114,73&70,50&30,95&108,84&97
COc1ccc2c(c1)C=CC1(O2)Oc2ccc(OC)cc2C=C1C (stereo not drawn),47,45,22,27,12,2.1*,54,22
CC(=O)c1ccc(N2CN(c3ccc(O)cc3)CC3=C2CC(C)(C)CC3=O)cc1,93,84,98,98,96,81,110,98
CC/C(=C(\CC)c1ccc(OCC[N+](C)(C)C)cc1)c1ccc(OC)cc1,2.6*,59,73,75,89,72,77,72
N/N=C(\c1ccccc1)c1cccs1,109,89,99,99,97,108,105,87
COc1cc2c(NC3CCCCC3)ncnc2c(OC)c1OC,89,95,99,120,99,105,108,104
COc1cc(/C=C/c2nc3ccccc3c(=O)n2-c2ccc(C#Cc3ccccc3)cc2C)cc(OC)c1OC,108,83,79,127,98,95,119,x
CC1CCN(/N=N/c2nc3c([nH]2)c(=O)n(C)c(=O)n3C)CC1,114,99,99,105,93,108,116,108
COc1ccc(C(=O)c2c(N)c(C#N)cn2-c2ccc(Cl)cc2Cl)cc1,90,93,84,111,99,91,98,91
CC(Br)C(=O)Nc1ccc(S(=O)(=O)NCCO)cc1 (stereo not drawn),104,96,98,97,95,92,101,109

# Carrying on.
SMILES,MDA-MB-468,T-47D,LOX IMVI,BT-549,MCF7,MDA-MB-231,SK-MEL-28,HS 578T
Cc1c(/C=C2\Oc3ccc(Cl)cc3C2=O)c(=O)n(-c2ccccc2)n1C,86,95,98,104,100,94,104,78
COc1ccccc1I,106,107,99,102,104,105,103,110
O=C(N/N=C\c1ccc(Cl)cc1)c1ccncc1,98,96,102,93,101,105,108,108
CC1=C(C(=O)OCc2ccccc2)C(c2ccc3c(c2)OCO3)NC(=O)N1 (stereo not drawn),92,89,98,80,101,104,110,98
O=C(CSc1nc2c(n1Nc1ccccc1)-c1ccccc1SC2)Nc1nc(-c2ccccc2)cs1,105,108,104,119,91,101,108,105
O=C(CSc1nnc(-c2cc3c([nH]c4ccccc43)c(-c3cccc(O)c3)n2)n1-c1ccccc1)c1ccccc1,63,53,11,56,14,78,71,73
CCCCC(c1ccccc1)C(C(=O)OCC)C(=O)OCC (stereo not drawn),103,91,95,93,110,100,174,142
O=c1c2cc3ncccc3n2c(=O)c2cc3ncccc3n12,97,93,97,97,96,110,111,107
COc1ccccc1C(=O)NN1C(=O)/C(=C/C2=Cc3ccccc3OC2)SC1=S,115,104,94,84,93,102,109,111
COc1ccc(/C=N/NC(=O)Cn2nc(Cc3ccc(OC)cc3)c3onc(C)c3c2=O)cc1,67,41,11,37,45,58,30,36
CC(=O)c1ccc(Nc2nc(SCC(C)C)nc(-c3ccc(F)cc3)c2C#N)cc1,118,106,112,110,114,106,108,122
C/C(=N\N=C\c1ccc(N(C)C)cc1)c1ccc2c(c1)Nc1ccccc1S2,8.4*,45,55,58,36,52,86,19
CCOc1nc2sc(C(N)=O)c(C)c2c(=O)n1Cc1ccccc1,75,74,95,x,93,71,102,92
COc1ccc2[nH]cc(-c3nonc3-c3c[nH]c4ccc(F)cc34)c2c1,74,43,48,81,58,44,86,64
O=C(NNC(=O)c1nc2cc(F)ccc2n2cccc12)c1cnccn1,22,38,27,66,35,37,36,68
COC(=O)c1ccccc1N1C(=O)C=CC1=O,x,88,96,95,95,128,112,103
NC(Cc1ccccc1)C(=O)Nc1nnc(C2CC2)s1 (stereo not drawn),109,84,95,103,90,107,102,99
O=C(Nc1ccc(Oc2cccc(Cl)c2)c(Cl)c1)c1ccccn1,102,104,103,99,96,102,99,97
O=C(O)c1cc([N+](=O)[O-])ccc1Cl,109,100,99,97,88,101,x,119
CCCCCCCCCCCCCCCCCCOc1ccc(CC(=O)NCC[N+]2(C)CCOCC2)cc1,86,83,92,89,84,101,100,89
COc1ccc(-c2nc3c4cc(-c5ccc(OC)cc5)oc4ncn3n2)cc1,111,100,95,103,89,103,108,94
O=C(COc1ccc(/C=C2\Cc3ccc(Cl)cc3C2=O)cc1)Nc1nc2ccccc2s1,109,101,73,124,103,96,108,91
CC(=O)Nc1ccc(NC(=O)/C=C\C(=O)O)cc1,x,107,102,x,105,102,112,113
CCC1OC(OC)C=CC1=O (stereo not drawn),100,95,103,89,90,106,106,97
O=C(CN1CCOCC1)Nc1ccc(Cn2nnc3c2C(=O)c2nnn(Cc4ccc(NC(=O)CN5CCOCC5)cc4)c2C3=O)cc1,-62*,-27*,-25*,-96*,-62*,-9.3*,-35*,12

# Structures listed so far with a nitro group on carbon:
SMILES,MDA-MB-468,T-47D,LOX IMVI,BT-549,MCF7,MDA-MB-231,SK-MEL-28,HS 578T
CSc1nc(NCC(C)C)c(C#N)c(-c2cccc([N+](=O)[O-])c2)n1,97,98,94,96,93,92,102,91
COc1ccc2ccccc2c1[N+](=O)[O-],99,102,100,105,94,98,114,140
O=C(O)c1cc([N+](=O)[O-])ccc1Cl,109,100,99,97,88,101,x,119

# Further results
SMILES,MDA-MB-468,T-47D,LOX IMVI,BT-549,MCF7,MDA-MB-231,SK-MEL-28,HS 578T
CCCCc1ccc(-c2cc(/C=N\O)no2)cc1,94,x,99,84,85,87,106,89
CC/C(=C(/c1ccc(Cl)cc1)c1ccc(OCCN2CCCCC2)cc1)c1ccc(Cl)cc1,52,44,82,86,27,94,99,x
O=Nc1c(O)c(Cl)cc2ccccc12,-7.8*,-4.6*,72,84,50,74,92,89
Cn1cc(-c2nn3cc(-c4cccs4)nc3s2)c2cc(Br)ccc21,83,50,82,96,60,75,94,82
Cc1cc(N=Nc2c(O)c3ccccc3[nH]c2=O)ccc1N=Nc1ccc(C(=O)N(C)C)cc1,110,112,99,77,91,70,160,119
O=c1cc(OCCCCSC(=S)N2CCCCC2)c2ccccc2o1,38,55,95,97,78,88,110,99
O=C1Nc2ccccc2/C1=C/c1ccc(CO)n1Cc1ccccc1,99,87,86,97,97,76,107,92
Cc1c[n+]([O-])cc(C)c1[N+](=O)[O-],107&101,84&97,102&104,103&107,106&114,114&94,115&109,118&108
O=C(CCSc1nc2sc3c(c2c(=O)n1Cc1ccccc1)CCCC3)N1CCN(c2ccccc2)CC1,104,58,92,80,87,81,102,88
CN(C)c1ccc(C(=O)n2cc(-c3ccc(Cl)cc3)c(N)n2)cc1,98,72,95,218,108,92,90,171
COc1ccc2c(c1)C(N1CCCC1=O)CCN2Cc1cc2ccccc2[nH]c1=O (stereo not drawn),60,52,97,82,x,72,92,96
CSc1ccc(N)cc1,111,96,108,92,99,101,114,x
COc1ccc(Oc2nc(Nc3ccc(N4CCOCC4)cc3)ncc2NC(=O)Cc2cc(OC)cc(OC)c2)cc1,113,90,101,109,91,104,116,98
S=C(Nc1ccccc1)Nc1ccccn1,100,96,96,115,92,100,104,101
C=C(C)[C@@H]1CC[C@]2(C)[C@H](CC=C3[C@@H]4[C@@H](C)[C@H](C)CC[C@]4(C(N)=O)CC[C@]32C)[C@@]1(C)CCC#N,0.2*[100 µM],5.6*[100 µM],-93*[100 µM],-25*[100 µM],2.1*[100 µM],-55*[100 µM],-68*[100 µM],5.1*[100 µM]
COc1ccc(-c2cc(-c3ccc(N4CCOCC4)cc3)n3c(n2)nc2ccccc23)cc1OC,94,81,78,82,90,71,94,98
Cc1cc2ccccc2c[n+]1CCCc1ccccc1,12,73,86,63,64,95,89,95
O=[N+]([O-])c1cccc(-c2nc(N3CCOCC3)c3c4c(sc3n2)CCCC4)c1,92,80,104,96,63,108,102,102
CNC(=O)c1cc(Oc2cccc3nc(Nc4ccc(F)c(Cl)c4)ccc23)ccn1,6.5*,66,27,63,35,63,66,70
NNC(=O)c1cc(-c2ccc(Br)cc2)n(-c2ccc(S(N)(=O)=O)cc2)n1,98,91,90,93,86,85,99,91
O=C(Cn1nnc(N2CCCCC2)n1)N/N=C/c1ccccc1O,92,100,72,81,99,83,97,96
C=C(C)[C@@H]1CC[C@]2(C)[C@H](CC[C@@H]3[C@H]4[C@H]5OC[C@@]4(CCC5(C)C)CC[C@]32C)[C@@]1(C)CCCN,-68*,23,x,94,0.3*,17,35,109
CNC(=O)OCCC#N,105,93,99,98,103,109,108,103
COc1ccc(-n2c(SCc3cc(OC)c(OC)c(OC)c3)nc3ccc(Cl)cc3c2=O)cc1,87,76,82,92,84,63,111,86
O=C1CC(N2C(=O)/C(=C/C(Cl)=C\c3ccc([N+](=O)[O-])cc3)SC2=S)C(=O)N1c1ccc(Cl)cc1 (stereo not drawn),-6.2*,36,-72*,-1.7*,18,-3.1*,18,22

# Part of the list above, limited to HS 578T.
Molecule	HS 578T
O=Nc1c(O)c(Cl)cc2ccccc12	89
Cn1cc(-c2nn3cc(-c4cccs4)nc3s2)c2cc(Br)ccc21	82
Cc1cc(N=Nc2c(O)c3ccccc3[nH]c2=O)ccc1N=Nc1ccc(C(=O)N(C)C)cc1	119
O=c1cc(OCCCCSC(=S)N2CCCCC2)c2ccccc2o1	99
O=C1Nc2ccccc2/C1=C/c1ccc(CO)n1Cc1ccccc1	92
Cc1c[n+]([O-])cc(C)c1[N+](=O)[O-]	118&108
O=C(CCSc1nc2sc3c(c2c(=O)n1Cc1ccccc1)CCCC3)N1CCN(c2ccccc2)CC1	88

# (more compounds)
SMILES,MDA-MB-468,T-47D,LOX IMVI,BT-549,MCF7,MDA-MB-231,SK-MEL-28,HS 578T
Cc1sc2nc(NC3CC(C)(C)NC(C)(C)C3)[nH]c(=O)c2c1C,78,98,82,76,93,100,96,91
Nc1cc(=O)n(Cc2ccccc2)c(N)c1C(=O)NCc1ccccc1,96,110,104,109,97,95,106,114
CCCC(=O)C[n+]1ccccc1,115,100,99,126,98,118,114,110
CCCCC(=O)c1ccc(F)cc1,101,106,109,110,108,114,118,118
C=CCN(CC=C)C(=O)OC(C)C,110,110,112,103,96,102,106,107
NC(=O)Cc1c[nH]c2ccccc12,x,101,84,104,139,110,96,93
CCOC(=O)c1c[nH]c2ccc([N+](=O)[O-])cc2c1=O,122,97,96,107,93,98,108,94
COc1ccc([C@@H]2Nc3cc(-c4cc(OC)c(OC)c(OC)c4)ccc3O[C@H]2CO)cc1OC,79,95,98,99,93,97,106,93
COC(=O)/C(CCC=C(C)C)=C1\[C@@H](OC(C)=O)C[C@@]2(C)[C@H]1C[C@@H](O)[C@H]1[C@@]3(C)CC[C@H](NC(=O)c4cnccn4)[C@@H](C)[C@@H]3CC[C@@]12C,106,87,94,100,96,96,111,96
CCCCSc1nc2c([nH]1)c(=S)n(C)c(=O)n2C,113,106,94,101,90,107,101,84
Clc1cc2c(c(CSc3nc4ccccc4n4cccc34)c1)OCOC2,-1.6*,2.4*,87,81,8.1*,66,93,92
COc1cc(C(=O)c2c(N)ncn2-c2ccc(Cl)cc2)cc(OC)c1OC,103,101,94,106,89,99,104,101
CCOC(=O)c1cc(C(=O)OC)n2ccc3ccccc3c12,100,104,100,95,95,100,104,103
O=C(CO)c1ccc([N+](=O)[O-])cc1,102,97,97,126,99,104,135,98
C=C(C=O)[C@@H]1CC[C@]2(C(=O)O)CC[C@]3(C)C(CC[C@@H]4[C@@](C)(CCC#N)[C@H](C(=C)C=O)CC[C@]43C)[C@@H]12 (stereo partly drawn),80,28,-82*,29,14,44,-5.6*,47

# 3 compounds out of the list, arranged by molar mass, low to high:
SMILES,MDA-MB-468,T-47D,LOX IMVI,BT-549,MCF7,MDA-MB-231,SK-MEL-28,HS 578T
CCCC(=O)C[n+]1ccccc1,115,100,99,126,98,118,114,110
CCCCSc1nc2c([nH]1)c(=S)n(C)c(=O)n2C,113,106,94,101,90,107,101,84
Clc1cc2c(c(CSc3nc4ccccc4n4cccc34)c1)OCOC2,-1.6*,2.4*,87,81,8.1*,66,93,92

# Source: PubChem BioAssay (NCI)
